TRAIL sens C8 = sensitizes caspase-8 expressing cells to TRAIL; NB7+C8 cells + TRAIL, ATPlite viability luminescence; inhibition (viability loss, TRAIL sensitization), % at 10 µM; actives 1% (n = 360,000);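 active = compounds causing at least 50% loss of cell viability in the single-dose screen, relative to plate controls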
NR2E3 ag-1 = NR2E3 (human) agonism; Q9Y5X4; GST-NR2E3/biotin-RetCOR TR-FRET, 1536-well; inhibition of corepressor binding, % at 4.78 µM; actives 0.12% (n = 320,000); AID 2300;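 active = percent inhibition above the cutoff of mean plus 3 SD of all tested compounds, set per screening campaign, cut at about 20% in these data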;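 note: 0% = DMSO wells and 100% = biotin wells as full block of FRET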
Target sequence (Q9Y5X4 whole entry, looked up): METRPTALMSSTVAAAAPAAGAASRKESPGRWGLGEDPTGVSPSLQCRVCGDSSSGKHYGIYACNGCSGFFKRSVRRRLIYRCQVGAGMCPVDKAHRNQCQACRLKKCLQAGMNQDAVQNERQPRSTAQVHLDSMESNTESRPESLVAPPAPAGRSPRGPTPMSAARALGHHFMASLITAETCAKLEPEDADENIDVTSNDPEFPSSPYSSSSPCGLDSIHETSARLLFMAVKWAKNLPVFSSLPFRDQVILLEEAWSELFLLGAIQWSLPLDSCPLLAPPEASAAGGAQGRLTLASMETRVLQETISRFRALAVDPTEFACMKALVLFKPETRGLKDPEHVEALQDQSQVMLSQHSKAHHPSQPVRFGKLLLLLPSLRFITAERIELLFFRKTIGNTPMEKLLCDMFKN
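Material: NR2E3–RetCOR corepressor complex / Amount: 1.35 nM GST-NR2E3 / Medium: Tris pH 7.5 / Compound: single nominal compound dose of 4.8 µM / Incubation: 5 h at 4 °C / Technique: TR-FRET, Eu(K)-anti-GST donor, streptavidin-D2 acceptor, ex 340, em 617/671 nm / Read-out basis: percent loss of FRET ratio relative to control wells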
Shn3 inh set2 = Schnurri-3 reporter inhibition in Clone20 osteoblasts. Clone20 osteoblast Shn3 3'UTR firefly luciferase, 24 h. inhibition, % at 12.5 µM. actives 0.52% (n = 360,000). AID 588674;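 active = mean inhibition of at least 75% with every replicate also reaching 75%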;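 note: 0% = median of neutral control wells and 100% = pilot-screen positive control compound; some compounds past the cut are filed as inactive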
EBV LMP1 NFkB = reduces LMP1-driven NF-kappaB luciferase signal; actives 0.69% (n = 350,000); inhibition, % at 12.5 µM; LMP1-induced NF-kappaB luciferase reporter cells, luminescence; in the data active = inhibition above about 41%;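 note: 0% = neutral control wells and 100% = reference inhibitor control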
KKLEB cytotox = reduces viability of KKLEB cystic fibrosis airway cells. activity change (cytotoxicity), % at 5 µM. KKLEB CF airway cells viability, ATPlite luminescence, overnight; hits give low values; cells stimulated with P. aeruginosa culture filtrate. actives 0.36% (n = 360,000). AID 602141;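 active = corrected activity change at or below -50% at 5 µM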
HIF-2a block = inhibitors of HIF-2a; 786-0 RCC cells HIF-2a reporter, luciferase luminescence, overnight; inhibition, % at 18.8 µM; actives 0.72% (n = 360,000);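 active = inhibition of the luminescence signal of 40% or more relative to plate controls, in a single-dose primary screen at 18.75 µM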
TRPM1 prom inh = MITF TRPM1 promoter inhibition in SK-MEL-5 cells | actives 0.83% (n = 330,000) | inhibition, % at 12.5 µM | SK-MEL-5 TRPM1 promoter luciferase, 24 h;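 active = mean inhibition across replicates of 60% or more, whatever share of single replicates reaches that level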; note: values of inactives mirror those of a sister screen read the other way
NR2E3 ag-2 = activates human NR2E3 receptor; Q9Y5X4; CHO-S Gal4-NCOR/VP16-NR2E3 two-hybrid, luciferase; inhibition of corepressor binding, % at 3.98 µM; actives 0.35% (n = 360,000); AID 602229;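 active = inhibition above the mean of all tested compounds plus 3 SD, cut at about 70% in these data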;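 note: 0% = DMSO with NR2E3 transfected cells and 100% = cells lacking NR2E3 construct; higher means lower luciferase signal from less NR2E3 corepressor binding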
Peg3 promoter = Peg3 promoter activity inhibition; actives 1.7% (n = 360,000); HeLa PEG-Prom luciferase reporter, luminescence, overnight; AID 588405; inhibition, % at 20 µM;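 active = inhibition of at least 50% at 20 µM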
hiPSC survival = enhancers of human iPSC single-cell survival | hiPSC single-cell survival, ATPlite luminescence; 100% = ROCK inhibitor wells, 0% = DMSO | survival enhancement, % at 20 µM | actives 0.044% (n = 360,000); in the data active = survival enhancement above about 18%;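 note: cells exposed to compounds for 16 hours before the ATP read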
CF NFkB block = inhibitors of cystic fibrosis induced NF-kB | KKLEB NF-kB-GFP reporter, PAF-induced, GFP fluorescence overnight | inhibition, % at 5 µM | actives 0.86% (n = 360,000) | AID 588850;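 active = at least 50% inhibition at 5 µM, scaled per plate between neutral and stimulator controls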;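 note: PAF is a Pseudomonas aeruginosa culture filtrate used as stimulus; plate controls were PAF-stimulated DMSO wells for no effect and unstimulated DMSO wells for full effect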
An asterisk follows results filed as active; . = not tested or not shown.

cpd	molecule	TRAIL sens C8	NR2E3 ag-1	Shn3 inh set2	EBV LMP1 NFkB	KKLEB cytotox	HIF-2a block	TRPM1 prom inh	NR2E3 ag-2	Peg3 promoter	hiPSC survival	CF NFkB block
1	COC(=O)c1ccsc1NC(=O)CN1CCN(Cc2ccc3c(c2)OCO3)CC1	-27	2	-13	12	-25	-1	-6	-10	-67	-0.7	16
2	CC1CN(C(=O)CCN2C(=O)c3ccccc3C2=O)CC(C)O1 (centres undefined)	12	0	5	-1	-9	11	-3	-2	-1	0.6	11
3	COc1ccc(CCNC(=O)CSc2ncnc3c2oc2ccccc23)cc1OC	5	1	11	1	0	7	-15	9	3	-2.2	-1
4	O=S(=O)(c1cccc(-c2nnc3n2CCCCC3)c1)N1CCOCC1	7	1	11	0	-1	16	6	14	26	-0.1	-1
5	CCc1nnc(NC(=O)c2ccco2)s1	2	.	-26	-1	-2	-83	.	-39	-23	-1.2	-9
6	Cc1ccc(C2(c3noc(CN4CCOCC4)n3)CCCC2)cc1	-8	-1	-9	6	8	19	-2	-1	-8	-0.6	-7
7	CC(C)(C)OC(=O)N(CCc1ccccc1)Cc1ccccc1OCc1cccc(NC(=O)C2CC2)c1	16	.	12	5	-1	5	-6	21	18	-0.3	-15
8	Cc1cccc(C)c1NC(=O)C[n+]1cc(-c2ccccc2)n2c1CCC2	3	5	-1	2	7	16	-2	4	-2	-0.8	-8
9	CCC/C=N/NC(=O)CNC(=O)c1ccccc1Cl	-4	5	16	5	0	8	3	-22	-10	2.4	-22
10	CSCCC(NC(=O)c1cccc(S(=O)(=O)N2CCOCC2)c1)C(=O)Nc1cccc(C)c1 (centres undefined)	-20	0	-3	-1	6	2	6	-31	1	-1.7	-8
11	CC(C)(C)NCC(O)COc1ccccc1C(C)(C)C (centres undefined)	5	-3	15	10	-12	-1	-1	-14	8	-2.7	-1
12	NCCc1nnc(SCC(=O)Nc2cccc(Cl)c2)o1	13	-3	-6	-5	0	10	11	-17	11	0.2	14

Entries of single compounds, quoted from the list. Values in the order: TRAIL sens C8	NR2E3 ag-1	Shn3 inh set2	EBV LMP1 NFkB	KKLEB cytotox	HIF-2a block	TRPM1 prom inh	NR2E3 ag-2	Peg3 promoter	hiPSC survival	CF NFkB block
Listed for `NCCc1nnc(SCC(=O)Nc2cccc(Cl)c2)o1` : 13	-3	-6	-5	0	10	11	-17	11	0.2	14
Listed for `CSCCC(NC(=O)c1cccc(S(=O)(=O)N2CCOCC2)c1)C(=O)Nc1cccc(C)c1` (centres undefined) : -20	0	-3	-1	6	2	6	-31	1	-1.7	-8

(more compounds)
cpd	molecule	TRAIL sens C8	NR2E3 ag-1	Shn3 inh set2	EBV LMP1 NFkB	KKLEB cytotox	HIF-2a block	TRPM1 prom inh	NR2E3 ag-2	Peg3 promoter	hiPSC survival	CF NFkB block
13	CCOc1cc(-c2nccc3cc(OC)c(OC)cc23)cc(OCC)c1OCC	-7	-1	-25	2	1	13	24	-29	10	-0.4	12
14	CCCCCn1c(CCCNC(=O)CC)nc2ccccc21	3	3	-51	-7	-5	6	.	-34	12	-0.3	-8
15	Cc1ccccc1-c1nc(CN2CCC(C(=O)NCc3ccco3)CC2)c(C)o1	2	1	8	-1	7	10	-8	2	5	-3.0	9
16	O=C(CN1C(=O)S/C(=C\c2ccccc2Cl)C1=O)NCCCn1ccnc1	19	1	14	5	-1	5	-3	11	-11	0.4	-3
17	OC[C@H]1O[C@@](CO)(O[C@H]2O[C@H](CO)[C@@H](O)[C@H](O)[C@H]2O)[C@@H](O[C@H]2O[C@H](CO)[C@@H](O)[C@H](O)[C@H]2O)[C@@H]1O	-3	.	-14	7	-22	-3	3	-4	3	-2.8	7
18	CCCn1c(S(=O)(=O)O)nc2ccccc21	20	0	-6	3	0	18	8	25	5	1.6	-9
19	O=C(Nc1ccc(F)c(Cl)c1)c1cccnc1	-14	7	-2	6	-12	-58	-25	-12	-26	0.2	11
20	COc1cc(Cl)c(C)cc1NC(=O)COC(=O)C1=NN(c2ccccc2)C(=O)CC1	-12	.	-11	-6	-5	9	0	-3	5	-0.4	25
21	COc1cccc(-c2nc(CS(=O)(=O)CC(=O)NCCCN3CC(C)CC(C)C3)c(C)o2)c1 (centres undefined)	-17	1	-20	5	-1	-4	-3	-2	-11	0.0	4
22	COCCn1nnnc1C(CC(C)C)N1CCN(c2ccccc2)CC1 (centres undefined)	-16	4	10	-5	-8	14	0	10	11	3.6	-3
23	CCN1CCCC1CN(Cc1cc2c(C)cc(C)cc2[nH]c1=O)C(=O)NC1CCCCC1 (centres undefined)	-16	-2	-16	3	-12	-37	-11	13	-30	-2.4	-3
24	CC(C)c1ccc(OCC(=O)NC(=S)Nc2ccc3c4c(cccc24)CC3)cc1	-2	6	-4	-10	2	-3	-10	-4	-27	-2.0	-7
25	Cc1cc(CSc2ccccc2)ccc1NC(=O)c1ccc(Cl)c([N+](=O)[O-])c1	5	0	19	2	-15	9	-2	-9	64*	0.2	25
26	Nc1nnc(-c2cccc([N+](=O)[O-])c2)o1	1	2	25	-4	11	-5	5	-21	0	-0.3	-6
27	COc1ccc(S(=O)(=O)CC(=O)c2cc3cc(Br)ccc3oc2=O)cc1	-18	1	5	-3	14	22	-2	14	-9	-0.2	-23
28	CN1CCN(c2ccc([N+](=O)[O-])c(-n3nc(-c4ccccc4)c4ccccc4c3=O)c2)CC1	6	1	8	-8	-18	4	-6	5	13	0.8	23
29	CC(C)C[C@H](N)C(=O)N1CCC(C(=O)N[C@H](C(=O)NCc2ccc(F)cc2)C(C)C)CC1	6	4	8	-6	3	-7	2	4	5	1.9	-11
30	COc1ccccc1N1CCN(C(=O)CN(c2ccccc2OC)S(=O)(=O)c2ccccc2)CC1	-6	1	-3	-1	-2	27	2	1	1	-0.4	16
31	O=C(CN1C(=O)/C(=C\c2cccc(Br)c2)Oc2ccccc21)NCC1CCCO1 (centres undefined)	19	0	-8	1	8	-5	-2	-19	1	0.2	-3
32	O=C(O)C1CC=CCC1C(=O)N1CCCC1 (centres undefined)	-9	4	-11	1	5	17	-4	7	10	-0.7	-10
33	Cc1c(OCC(=O)N2CCC[C@@H]2C(=O)O)ccc2c3c(c(=O)oc12)CCC3	14	0	10	-1	14	3	.	6	4	2.1	2
34	O=C(NN=C1C2CC3CC1CC(Cl)(C3)C2)c1ccccn1	12	2	-20	1	0	-32	-8	-113	-8	0.4	-4
35	CC(=O)NC(=C(Cl)Cl)S(=O)(=O)c1ccccc1	2	-5	43	-96	3	10	10	51	-140	-4.0	13
36	O=C(COC(=O)c1ccccc1Br)NCc1cccs1	-3	.	-36	-11	4	-20	-36	11	-90	-0.1	-6
37	CC(C)Cc1nnc(NC(=O)CCC(=O)N2CCN(c3ccc(Cl)cc3)CC2)s1	-4	-1	15	-16	-19	11	11	5	1	-0.5	26
38	Cc1nnsc1SCCNC(=O)Nc1ccc(Cl)cc1	-1	1	4	-16	-1	-208	-65	-49	-145	-1.3	-17
39	CSc1ccc(/C=N/N2CCN(Cc3ccc(C)cc3C)CC2)cc1	4	3	-16	-13	-10	14	-3	8	4	7.0	5
40	CC(=O)Nc1ccc(SC[C@H](CC(C)C)N2CCN(CC(C)C)CCC2=O)cc1	-5	-1	10	3	-9	-1	-3	-4	4	-2.5	-4
41	CCOC(=O)C1(C)CCCN(C(=O)c2ccc3snnc3c2)C1 (centres undefined)	4	.	0	.	10	1	.	-5	10	0.4	-12
42	N#C/C(=C\c1ccc(F)cc1)c1n[nH]c(Cn2cncn2)n1	1	3	10	9	1	11	-4	-2	5	3.8	2
43	C#CC(C)(O)C1CC(CC(=O)O)C1(C)C (centres undefined)	-14	.	-15	-6	14	13	2	-20	14	2.7	0
44	COc1ccc(C)cc1NC(=O)c1cnc2scc(C)n2c1=O	8	.	3	6	-11	-6	-22	-27	-8	-2.3	13
45	CC(=O)c1ccccc1OCCCCN1CCCCC1	5	3	-20	-5	-2	13	12	4	0	0.0	-10
46	Cc1ccc(S(=O)(=O)Nc2ccc(-n3c(C)nc4ccccc4c3=O)cc2)cc1	42	0	-7	4	-8	3	5	13	3	-0.3	-2
47	CC(C)C(=O)NC(C)C(c1cccs1)N1CCOCC1 (centres undefined)	1	4	-22	-2	-1	6	-10	-3	7	1.0	19
48	COC(=O)c1ccccc1NC(=O)/C=C/c1ccco1	4	2	-1	4	0	-123	7	-31	-57	0.6	0
49	COc1cc(CNCCc2ccc(S(N)(=O)=O)cc2)ccc1OCc1ccc(Cl)cc1	43	-2	45	-4	-24	75*	-11	-14	92*	-1.1	20
50	COc1ccc(C(=O)/C=C/N2CCCCC2)cc1OC	-1	6	-56	0	-24	-102	-23	7	-187	1.1	34
51	O=C(CSc1ccccc1)N(c1ccc(Br)cc1)c1nccs1	6	1	6	-10	-16	-20	-12	-4	-6	4.9	21
52	CC(NC(=O)C(NS(=O)(=O)c1cccs1)C(C)C)c1ccc(S(N)(=O)=O)cc1 (centres undefined)	-7	0	-6	3	0	16	-4	-13	-2	0.2	5

Results in HIF-2a block and CF NFkB block, for 4 of the compounds above:
cpd | mol | HIF-2a block | CF NFkB block
18 | CCCn1c(S(=O)(=O)O)nc2ccccc21 | 18 | -9
19 | O=C(Nc1ccc(F)c(Cl)c1)c1cccnc1 | -58 | 11
20 | COc1cc(Cl)c(C)cc1NC(=O)COC(=O)C1=NN(c2ccccc2)C(=O)CC1 | 9 | 25
21 | COc1cccc(-c2nc(CS(=O)(=O)CC(=O)NCCCN3CC(C)CC(C)C3)c(C)o2)c1 (centres undefined) | -4 | 4

Compound activity as filed in PubChem BioAssay.

An excerpt; rates above refer to the full screens.
